# NR1D1 modulator: modulates human Rev-erb alpha binding to DNA; P20393; Rev-erbα–FITC-DNA binding, fluorescence polarization, 90 min; activity, % at 10 µM; actives 0.79% (n = 370,000);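 active means activity above about 14%, limit read from the data; passing the limit was not always enough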;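 further: 0% = DMSO wells with 35 nM protein and 100% = DMSO wells with 750 nM protein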
# hcDAF-12 act: activators of H. contortus DAF-12 nuclear receptor; HEK293 hcDAF-12 lit1-tk-luc reporter, luminescence; 0% DMSO, 100% Δ7-dafachronic acid; activation, % at 6.8 µM; actives 1.4% (n = 370,000); AID 652067;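 active means activation above the mean of all tested compounds plus 3 SD, cut at about 5.5% in these data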;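 further: 100% = response to 3 µM Δ7-dafachronic acid high control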
# DAX1 inh-1: inhibits human nuclear receptor DAX1 | HEK293 Gal4-DAX1 luciferase reporter, luminescence | actives 0.99% (n = 340,000) | inhibition, % at 6.75 µM | AID 504766 | P51843;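 active means inhibition above the mean over all tested compounds plus 3 SD, cut at about 4.2% in these data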;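 further: 0% = DAX1-transfected cells with DMSO and 100% = empty-vector control cells with DMSO; inhibition shows as a rise in luminescence from relieved DAX1 repression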
# hgDAF-12 ag: agonists of H. glycines DAF-12 nuclear receptor; HEK293 GAL4-hgDAF12 UAS-luciferase reporter, agonist luminescence; normalized to butyrate control; activation, % at 6.8 µM; actives 1.8% (n = 370,000);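 active means activation above a cutoff set at the mean of all screened compounds plus 3 SD, cut at about 10% in these data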;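 further: 0% = DMSO wells and 100% = sodium butyrate wells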
# PLC-gamma1 inh: blocks human PLC-gamma1 enzyme activity. actives 0.84% (n = 370,000). inhibition, % at 12.2 µM. purified PLC-gamma1, fluorogenic substrate, fluorescence. P19174; in the data active means inhibition above about 9.5%
# DAX1 inh-2: blocks DAX1 repression of SF-1 activated StAR promoter; HEK293T StAR-luciferase reporter, SF-1/DAX-1 repression relief; inhibition, % at 6.8 µM; actives 1.1% (n = 370,000); AID 652010;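 active means inhibition above the mean over all tested compounds plus 3 SD, cut at about 3.6% in these data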;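 further: 0% = DAX-1 cells with DMSO and 100% = cells lacking DAX-1 with DMSO; higher inhibition means more luminescence from relief of DAX-1 repression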
# MBD2 inh: blocks human MBD2 binding to methylated DNA; Q9UBB5; TR-FRET, MBD2 binding to methylated oligonucleotide; inhibition, % at 4.4 µM; actives 0.31% (n = 370,000); AID 686964; in the data active means inhibition above about 13%
# Target sequence (Q9UBB5 whole entry, looked up): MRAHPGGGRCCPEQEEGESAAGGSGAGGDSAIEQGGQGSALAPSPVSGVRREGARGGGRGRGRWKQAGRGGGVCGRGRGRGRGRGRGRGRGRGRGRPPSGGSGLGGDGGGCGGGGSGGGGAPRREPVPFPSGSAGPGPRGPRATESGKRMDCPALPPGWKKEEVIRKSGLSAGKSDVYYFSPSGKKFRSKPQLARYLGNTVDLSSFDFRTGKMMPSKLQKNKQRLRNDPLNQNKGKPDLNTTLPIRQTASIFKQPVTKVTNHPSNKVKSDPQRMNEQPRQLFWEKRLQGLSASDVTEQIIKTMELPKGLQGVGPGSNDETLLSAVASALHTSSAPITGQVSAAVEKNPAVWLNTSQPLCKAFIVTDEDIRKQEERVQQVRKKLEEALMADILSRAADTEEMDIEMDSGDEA
# SMARCA2 activ: increases SMARCA2 function in MMTV reporter cells | actives 1% (n = 370,000) | activation, % at 9.1 µM | MG213 cells, MMTV-luciferase reporter, dexamethasone, overnight; in the data active means activation above about 7.8%;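 further: 0% = vehicle wells and 100% = reference activator wells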
# PLC-beta3 inh: PLC-beta3 (human) inhibition, primary screen | actives 0.18% (n = 370,000) | Purified PLC-beta3, fluorogenic substrate, fluorescence | inhibition, % at 12.2 µM | AID 720704; in the data active means inhibition above about 11%;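 further: 0% = median of compound wells on plate and 100% = full blocker control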
# ADAM17 inh: ADAM17 inhibition, QFRET primary screen; actives 0.83% (n = 370,000); AID 720648; recombinant ADAM17, EDANS/DABCYL FRET peptide cleavage; inhibition, % at 6.95 µM;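 active means inhibition above the mean of compounds lying between control limits plus 3 SD, set per campaign, cut at about 8.5% in these data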;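 further: 0% = DMSO-only wells as the low control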
# Target sequence (P78536 215-824 limits assumed): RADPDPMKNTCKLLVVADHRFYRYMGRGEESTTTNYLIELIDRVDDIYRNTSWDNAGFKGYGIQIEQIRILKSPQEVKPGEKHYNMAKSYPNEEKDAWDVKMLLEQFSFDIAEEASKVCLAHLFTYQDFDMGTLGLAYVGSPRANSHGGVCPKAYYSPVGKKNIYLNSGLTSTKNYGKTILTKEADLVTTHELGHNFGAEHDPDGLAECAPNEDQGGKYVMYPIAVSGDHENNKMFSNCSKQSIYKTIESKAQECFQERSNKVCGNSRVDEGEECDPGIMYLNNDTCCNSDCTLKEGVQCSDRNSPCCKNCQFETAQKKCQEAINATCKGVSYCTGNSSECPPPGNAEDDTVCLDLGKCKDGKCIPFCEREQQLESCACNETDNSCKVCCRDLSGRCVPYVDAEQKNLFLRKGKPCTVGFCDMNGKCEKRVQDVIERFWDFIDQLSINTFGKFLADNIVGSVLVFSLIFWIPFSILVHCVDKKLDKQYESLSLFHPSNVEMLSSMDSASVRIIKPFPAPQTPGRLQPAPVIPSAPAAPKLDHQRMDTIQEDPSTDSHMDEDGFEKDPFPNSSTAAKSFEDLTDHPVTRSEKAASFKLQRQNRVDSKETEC
# ssDAF12 agonist: activates DAF-12 receptor from parasite S. stercoralis. activation, % at 6.8 µM. HEK293 ssDAF-12/GRIP1 lit1-tk-luc reporter, luminescence; % of 3 µM dafachronic acid response. actives 1% (n = 370,000). AID 652126;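 active means activation above the mean over all tested compounds plus 3 SD, cut at about 0.9% in these data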;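 further: 0% = DMSO-only wells and 100% = 3 µM delta7-dafachronic acid wells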
# An asterisk follows results filed as active; · = not tested or not shown.
SMILES,NR1D1 modulator,hcDAF-12 act,DAX1 inh-1,hgDAF-12 ag,PLC-gamma1 inh,DAX1 inh-2,MBD2 inh,SMARCA2 activ,PLC-beta3 inh,ADAM17 inh,ssDAF12 agonist
CCN(CC(=O)NCc1cccs1)C(=O)c1ccccc1F,-2,0.4,1.0,3.3,2,-0.5,-6,4,2,1,-1.2
O=C(OC(C(=O)c1c[nH]c2ccccc12)c1ccccc1)c1cnccn1 (centres undefined),3,-1.2,0.2,0.6,1,-0.4,-2,2,-6,1,-1.3
NS(=O)(=O)c1cccc(NC(=O)CSc2n[nH]c(-c3ccccc3Br)n2)c1,1,-0.5,-0.1,1.1,0,1.4,-3,-1,-1,-1,-1.3
COc1ccc2[nH]cc(C(=O)CN3CCCC(C)C3)c2c1 (centres undefined),1,0.0,-0.6,3.5,-2,0.5,0,0,-6,2,-0.8
CC(C)[C@H](NS(=O)(=O)c1ccccc1)C(=O)OCC(=O)NC(=O)c1cccn1C,-1,0.7,0.7,0.4,-6,-0.2,0,1,-7,-5,-0.5
CC(=O)Nc1sc(C)c(C)c1C(=O)OCC(=O)N(CC(C)C)c1c(N)n(Cc2ccccc2)c(=O)[nH]c1=O,-1,1.0,-1.6,3.2,-1,-1.4,6,0,-6,-9,-0.8
CCOc1ccc(CN2CCN(Cc3cc4ccccc4o3)CC2CCO)cc1 (centres undefined),0,-1.4,-1.3,1.4,3,-0.2,-2,-3,-4,1,-1.0
O=C(Nc1c(-c2ccccc2)nc2ccccn12)c1ccccc1,1,-0.1,-1.5,-3.5,7,-0.2,3,-3,1,6,-1.8
COc1ccc(C(C(=O)NC2CCCC2)N(CCO)C(=O)Cn2nnc(-c3ccc(C)o3)n2)cc1 (centres undefined),1,-1.8,0.1,2.1,2,0.2,-3,-3,-5,0,-1.5
CC1(C)NC(=O)N(CC(=O)Nc2ccc(-n3cnnn3)cc2)C1=O,-1,0.8,-0.1,2.7,-4,-1.5,-6,1,2,-2,-1.4
O=C(Cn1c(-c2cncs2)nc2ccccc21)NC1CCCC1,3,-0.7,-0.1,0.2,4,-0.2,-2,5,7,0,-0.8
CC#CC(=O)N1CCC(n2nccc2NC(=O)c2ccc3c(c2)OCO3)CC1,3,0.6,-1.1,0.0,-3,-4.8,-6,-1,-7,-8,-0.4
Cc1cc(Br)ccc1NC(=O)C1CSC2(C)CCC(=O)N12 (centres undefined),1,-0.9,1.1,-1.0,0,0.4,0,3,0,-3,-1.2
CC(C)C[C@@H](C(=O)NCC1CCCO1)N1C(=O)N2CCc3c([nH]c4ccccc34)[C@@]2(C)C1=O (some centres undefined),-3,4.6,0.1,-1.6,5,0.4,-2,-4,1,3,-0.8
NC(=O)C1CCN(CC(=O)Nc2ccccc2N2CCOCC2)CC1,4,-1.0,1.3,1.4,0,0.8,5,-1,-5,-4,-1.9
CC(C)[C@H](NC(=O)c1ccco1)C(=O)N(C)Cc1c(F)cccc1Cl,1,-1.0,-0.1,-0.4,2,-0.3,1,1,-5,-2,-0.8
C#CC(=O)N(c1ccc(OC)c(OC)c1)C(C(=O)NC1CCCC1)c1cccs1 (centres undefined),·,-5.0,-0.6,-12,1,-1.0,-4,-12,4,-1,-1.9
CC(=O)N1CCN(CCS(=O)(=O)c2ccc(Br)cc2)CC1,-5,0.3,-0.9,-0.8,3,-0.9,0,-2,-2,-2,-1.4
CCOC(=O)C1CCN(S(=O)(=O)c2c[nH]c(=O)[nH]c2=O)CC1,4,-1.5,-0.1,-0.8,1,1.3,-3,4,-6,-2,-0.9
Cc1cc(C)c(-c2cc(C(=O)Nc3c(C)n(C)n(-c4ccccc4)c3=O)[nH]n2)c(O)c1,1,0.4,0.2,1.5,0,0.0,-2,0,3,-2,-0.7
Cc1c(Cl)cccc1NC(=O)CCCN1C(=O)CCC1=O,2,-2.5,0.4,0.4,-2,-0.2,0,0,4,-3,-1.4
COC(=O)C[C@@H]1C[C@@H]2c3cc(NC(=O)NC4CCCCC4)ccc3O[C@@H]2[C@H](CO)O1,3,0.0,0.5,0.8,0,0.2,2,-5,2,-5,-0.4
CC(=O)Nc1ccc(S(=O)(=O)N2CCN(C(=O)c3ncoc3-c3cccc(C)c3)CC2)cc1,0,4.0,-1.5,-0.4,9,1.7,0,-3,1,1,0.5
COc1ccc(/C=N\NC(=O)c2ccccc2OC)cc1COc1ccccc1C,-2,0.1,-0.8,-2.5,-14,-2.5,0,2,-24,-1,-1.4
Cc1ccc(Cl)cc1NC(=O)NCc1cccnc1,-2,-1.2,-0.1,0.9,-1,0.5,-2,-2,-7,-4,-1.7
COc1nc(-c2ccccc2)nnc1-c1ccccc1,2,15*,2.1,15*,4,3.2,-1,11*,4,0,1.3*
C[C@@H]1CN([C@@H](C)CO)C(=O)c2cc(C3=CCCCC3)cnc2O[C@H]1CN(C)C(=O)Nc1cccc(F)c1,-2,-1.7,-0.4,1.3,5,-0.4,-3,6,6,2,-1.3
CCCNS(=O)(=O)c1ccc(CCC(=O)Nc2cc(Cl)ccc2Oc2ccccc2)cc1,1,-2.6,-3.1,-3.2,1,-1.5,0,-1,-2,7,-2.0
CCOc1cc(N2CCOCC2)c(OCC)cc1NC(=O)C1CCCC1,2,0.7,0.0,0.7,2,-0.7,-2,-1,1,-5,-0.5
CCOc1cc(C)c(C(C)C)cc1S(=O)(=O)n1cnc(C)c1,1,-2.3,·,-2.6,4,-0.9,1,-2,-1,2,-1.7
CCOc1ccc(CN2CCN(Cc3nc(C(C)C)cs3)CC2CCO)cc1 (centres undefined),-4,-1.9,·,1.2,1,-0.2,-3,0,1,1,-1.7
O=C1CSC(c2ccncc2)N1Cc1ccco1 (centres undefined),-7,-1.8,1.7,-0.1,-4,-0.4,3,-1,-6,-7,-1.2
CC(=O)c1sc(NC(=O)Cc2c(F)cccc2Cl)nc1C,3,-1.1,-0.7,0.0,-6,-0.5,2,-1,-13,-4,-1.2
COc1ccc(CCNC(=O)COc2nsnc2N2CCOCC2)cc1OC,-7,-1.1,-1.0,0.3,2,1.6,1,-4,0,-4,-1.2
O=c1cc(-c2ccccc2)c2c([nH]1)CCCC2,5,5.7*,-0.4,0.6,-7,-1.3,3,-1,-9,-11,-1.1
Cc1cccc(C)c1NC(=O)CN(C1CCCCC1)S(C)(=O)=O,-3,-0.9,-0.2,-1.7,4,-0.5,0,-2,-2,2,-0.9
NC(=O)c1c(NC(=O)COC(=O)c2ccc(O)c(Cl)c2)sc2c1CCCC2,0,-1.8,1.7,4.7,-9,1.7,-8,-2,-9,4,-0.7
CCN(CCn1cccn1)C(=O)CC1C(=O)NCCN1Cc1cc(OC)cc(OC)c1 (centres undefined),-6,0.6,3.4,1.3,-3,-0.3,-3,-1,-2,-4,-1.1
CC(=O)Nc1cccc(-c2ccnc3c2CC(C)(C(=O)NCc2cccc(Cl)c2)O3)c1 (centres undefined),4,-0.6,·,0.5,6,-0.6,-7,2,3,5,-1.2
CC(C)Cc1nc2ccc(N)cc2[nH]1,2,0.8,3.1,-2.0,-4,0.2,-1,-1,-7,-2,-1.6
Fc1ccc(CSc2ncnc3c2ncn3C2CCCCO2)cc1 (centres undefined),-2,0.1,3.9,3.1,4,0.8,0,1,0,-4,-1.0
O=C1NC(=S)SC1=Cc1ccccc1Cl,6,-0.3,0.8,-0.9,6,0.4,5,-3,-2,1,-0.4
O=C(/C=C/c1ccccc1Cl)NCCCn1ccnc1,7,-1.5,3.3,-0.1,2,0.7,0,1,-5,3,-1.2
CCc1ccc(Nc2n[n+](-c3ccccc3)c(-c3ccc(SC)cc3)s2)cc1,5,1.9,2.2,6.8,-2,-0.5,-2,1,-8,-1,0.0
CCOc1[nH]n(-c2ccccc2)c(=O)c1C=Nc1ccc(F)cc1F,-1,0.2,-1.7,-3.0,-3,-0.9,2,1,0,2,-1.0
CC(C)(C)[C@@H]1C=C(C(=O)NCc2ccccc2)O[C@H](OCc2ccc(CO)cc2)C1,-6,-1.0,-0.2,-0.3,1,-0.5,1,1,1,0,-1.2
COc1ccc(OC)c(N)c1,4,-0.6,5.1*,-3.4,1,-0.6,-6,-1,2,0,-1.1
Cc1ccc(-c2nnc(N3CCCCCC3)c3ccccc23)cc1,-5,-0.5,-0.2,0.6,-12,0.6,-1,-2,-24,5,-0.5
COc1ccccc1N1CCN(S(=O)(=O)CCNC(=O)CCCc2ccccc2)CC1,-3,-1.2,-1.5,-2.0,-1,-1.1,1,1,-3,-2,-1.3
Cc1ccc(C(=O)NCCc2nc3ccccc3[nH]2)cc1[N+](=O)[O-],5,-0.4,-1.1,-0.9,4,-0.6,-4,8.6*,6,2,-1.2

# Next part, starting with the last 3 of the part before.
SMILES,NR1D1 modulator,hcDAF-12 act,DAX1 inh-1,hgDAF-12 ag,PLC-gamma1 inh,DAX1 inh-2,MBD2 inh,SMARCA2 activ,PLC-beta3 inh,ADAM17 inh,ssDAF12 agonist
Cc1ccc(-c2nnc(N3CCCCCC3)c3ccccc23)cc1,-5,-0.5,-0.2,0.6,-12,0.6,-1,-2,-24,5,-0.5
COc1ccccc1N1CCN(S(=O)(=O)CCNC(=O)CCCc2ccccc2)CC1,-3,-1.2,-1.5,-2.0,-1,-1.1,1,1,-3,-2,-1.3
Cc1ccc(C(=O)NCCc2nc3ccccc3[nH]2)cc1[N+](=O)[O-],5,-0.4,-1.1,-0.9,4,-0.6,-4,8.6*,6,2,-1.2
CCOc1ccccc1C(=O)OCC(=O)NCC1CCCO1 (centres undefined),-5,-0.3,-0.1,-1.8,0,0.9,3,2,-5,-5,-0.9
CC(=O)c1cc(-c2ccccc2)n(CCC(=O)NC2CCC(C)CC2)c1C (centres undefined),-1,-2.5,0.1,-0.4,2,-0.5,-5,-4,7,2,-0.2
CC(NC(=O)c1cc(S(=O)(=O)N(C)C)ccc1N1CCCC1)C1CC2CCC1C2 (centres undefined),-4,-1.9,0.6,-4.5,1,-0.1,1,-5,-13,-6,-1.7
CN(c1cccc(Cl)c1)S(=O)(=O)c1cccc(C(=O)NC2=NCCS2)c1,1,-3.0,-0.1,-4.1,4,-1.3,6,-3,-2,0,-1.4
COc1cccc(CN(CC(=O)NC2CCCC2)C(=O)CCC(=O)Nc2cc(C)on2)c1,-3,-0.3,0.1,0.1,-3,-1.0,0,-5,0,-4,-1.2
CN(C)C(=O)C12CCC(C)(c3nc4ccccc4nc31)C2(C)C (centres undefined),1,-2.6,0.3,-0.5,2,-1.2,2,0,4,-4,-0.9
CC(=O)Nc1ccc(C(=O)OCc2ccc(F)cc2)cc1,11,-1.5,-0.5,2.0,7,-0.5,2,-1,4,2,-1.6
COC(=O)c1sc(C(F)(F)F)c(-c2ccccc2)c1S(=O)(=O)N(C)C,4,0.1,3.2,0.3,0,-0.1,3,-3,-6,-3,-1.2
O=C(Nc1ccnn1C1CCN(CCCC2CCCC2)CC1)c1ccccc1,5,0.4,0.5,3.1,5,-1.3,7,0,6,-2,-1.1

# Screening data from PubChem.

# Outcome played no part in choosing rows; overall some 7.4% were active at least once.
